Pf apPOL block: Pf-apPOL inhibitors, biochemical, fluorescence | Plasmodium falciparum apicoplast DNA polymerase (apPOL) | Recombinant Pf-apPOL, molecular beacon fluorescence, 1.5 h | inhibition, % at 10 µM | 210,000 tested, 0.25% active | AID 1794808, 2022
mHTT CaM bind: mutant huntingtin-calmodulin interaction inhibitors – biochemical, AlphaScreen, primary screen | AlphaScreen His-mHTT/GST-CaM binding, luminescence | inhibition, % at 15 µM | 190,000 tested, 3.6% active | P42858;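 note: 0% = both proteins with DMSO and 100% = one protein alone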
Target sequence (P42858 whole entry, looked up, stated change not applied): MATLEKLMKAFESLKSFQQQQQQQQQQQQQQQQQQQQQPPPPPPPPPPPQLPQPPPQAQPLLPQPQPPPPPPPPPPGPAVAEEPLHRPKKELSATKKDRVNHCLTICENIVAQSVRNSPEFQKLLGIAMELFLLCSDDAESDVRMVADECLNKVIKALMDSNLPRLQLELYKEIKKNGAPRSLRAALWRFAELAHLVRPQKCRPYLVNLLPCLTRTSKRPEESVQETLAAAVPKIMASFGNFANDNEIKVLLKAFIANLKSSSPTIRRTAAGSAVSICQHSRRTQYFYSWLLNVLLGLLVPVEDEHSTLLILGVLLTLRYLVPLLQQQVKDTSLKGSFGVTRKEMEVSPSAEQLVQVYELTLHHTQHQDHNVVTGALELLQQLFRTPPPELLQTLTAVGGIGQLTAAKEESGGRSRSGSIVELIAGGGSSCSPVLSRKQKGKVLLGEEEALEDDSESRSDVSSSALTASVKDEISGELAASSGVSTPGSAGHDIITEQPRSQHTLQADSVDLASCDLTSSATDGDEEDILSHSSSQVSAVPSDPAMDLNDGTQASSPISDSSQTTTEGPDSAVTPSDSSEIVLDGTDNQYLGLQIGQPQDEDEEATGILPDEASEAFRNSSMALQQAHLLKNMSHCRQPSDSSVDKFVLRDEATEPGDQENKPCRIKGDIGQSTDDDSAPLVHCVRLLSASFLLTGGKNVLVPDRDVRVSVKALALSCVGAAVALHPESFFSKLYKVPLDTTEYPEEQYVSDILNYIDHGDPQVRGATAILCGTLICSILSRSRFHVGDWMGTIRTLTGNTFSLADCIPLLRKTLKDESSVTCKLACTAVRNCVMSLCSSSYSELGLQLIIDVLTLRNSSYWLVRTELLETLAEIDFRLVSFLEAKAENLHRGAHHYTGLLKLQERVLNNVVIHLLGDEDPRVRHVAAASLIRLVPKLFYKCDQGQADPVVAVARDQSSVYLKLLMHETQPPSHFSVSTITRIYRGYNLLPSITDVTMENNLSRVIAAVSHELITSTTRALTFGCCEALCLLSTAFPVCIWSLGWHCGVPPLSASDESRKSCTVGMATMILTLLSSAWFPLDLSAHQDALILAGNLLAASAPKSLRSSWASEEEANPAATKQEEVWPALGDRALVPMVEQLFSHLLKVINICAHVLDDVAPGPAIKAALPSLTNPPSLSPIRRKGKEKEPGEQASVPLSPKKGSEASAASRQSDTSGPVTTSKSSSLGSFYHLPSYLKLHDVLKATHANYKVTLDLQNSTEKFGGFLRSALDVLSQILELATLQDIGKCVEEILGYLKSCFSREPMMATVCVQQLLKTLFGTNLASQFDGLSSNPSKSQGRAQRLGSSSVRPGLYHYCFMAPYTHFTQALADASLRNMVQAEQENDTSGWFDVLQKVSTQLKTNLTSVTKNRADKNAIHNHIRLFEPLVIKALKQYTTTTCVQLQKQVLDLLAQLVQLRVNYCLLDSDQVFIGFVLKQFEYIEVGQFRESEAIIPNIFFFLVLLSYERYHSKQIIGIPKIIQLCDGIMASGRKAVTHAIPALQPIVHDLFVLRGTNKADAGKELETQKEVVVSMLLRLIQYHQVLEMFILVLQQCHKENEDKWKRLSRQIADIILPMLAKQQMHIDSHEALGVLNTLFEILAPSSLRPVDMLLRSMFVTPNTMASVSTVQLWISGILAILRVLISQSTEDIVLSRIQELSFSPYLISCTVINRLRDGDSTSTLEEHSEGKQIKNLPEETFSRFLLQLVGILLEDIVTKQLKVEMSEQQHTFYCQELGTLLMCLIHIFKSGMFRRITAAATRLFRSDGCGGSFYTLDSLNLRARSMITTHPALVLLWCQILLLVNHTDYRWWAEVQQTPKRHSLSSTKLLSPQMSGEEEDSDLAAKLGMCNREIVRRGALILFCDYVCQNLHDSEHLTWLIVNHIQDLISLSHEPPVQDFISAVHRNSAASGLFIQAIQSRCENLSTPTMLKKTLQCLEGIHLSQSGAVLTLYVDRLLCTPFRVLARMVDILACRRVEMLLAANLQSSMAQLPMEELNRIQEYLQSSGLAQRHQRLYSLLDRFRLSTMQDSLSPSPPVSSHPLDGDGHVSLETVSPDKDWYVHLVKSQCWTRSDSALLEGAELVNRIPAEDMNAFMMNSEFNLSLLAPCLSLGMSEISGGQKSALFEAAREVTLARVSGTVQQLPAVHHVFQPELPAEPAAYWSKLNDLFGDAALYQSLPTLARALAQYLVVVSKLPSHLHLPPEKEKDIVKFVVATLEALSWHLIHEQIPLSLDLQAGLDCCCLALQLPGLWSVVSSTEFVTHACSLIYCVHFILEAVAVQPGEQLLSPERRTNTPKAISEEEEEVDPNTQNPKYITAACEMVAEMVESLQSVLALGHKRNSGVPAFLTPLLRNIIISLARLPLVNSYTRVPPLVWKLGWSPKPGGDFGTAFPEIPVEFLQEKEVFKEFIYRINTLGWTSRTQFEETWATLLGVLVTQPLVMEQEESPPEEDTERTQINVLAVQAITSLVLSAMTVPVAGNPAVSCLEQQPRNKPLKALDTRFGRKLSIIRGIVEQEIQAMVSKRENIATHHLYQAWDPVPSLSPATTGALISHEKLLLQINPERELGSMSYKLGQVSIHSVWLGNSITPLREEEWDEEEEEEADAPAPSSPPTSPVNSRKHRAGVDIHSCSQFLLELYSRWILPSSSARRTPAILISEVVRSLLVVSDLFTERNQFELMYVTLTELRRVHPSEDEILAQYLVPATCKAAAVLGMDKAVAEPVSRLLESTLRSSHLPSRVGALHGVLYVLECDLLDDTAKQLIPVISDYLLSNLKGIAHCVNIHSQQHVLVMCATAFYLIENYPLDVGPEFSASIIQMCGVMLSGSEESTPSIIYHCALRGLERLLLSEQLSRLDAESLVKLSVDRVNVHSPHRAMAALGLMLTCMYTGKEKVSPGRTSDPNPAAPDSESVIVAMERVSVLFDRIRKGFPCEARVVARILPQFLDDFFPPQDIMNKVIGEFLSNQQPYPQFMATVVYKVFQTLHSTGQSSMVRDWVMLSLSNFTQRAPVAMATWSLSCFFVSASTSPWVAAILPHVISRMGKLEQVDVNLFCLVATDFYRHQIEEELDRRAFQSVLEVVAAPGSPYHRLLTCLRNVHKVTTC
The depositor's hits bear a star; & = joins results of further samples. Cut-off read from the data, not from the text of the source: active = inhibition above about 50%; inactive = the rest.

For CCOC(=O)N1CCN(C(=O)CN(c2cccc(C)c2C)S(C)(=O)=O)CC1 the results were Pf apPOL block -6 and mHTT CaM bind 5.
`CCNC(=O)N1CCCC1c1nc(-c2cccc(OC)c2)no1` (configuration not stated) gave Pf apPOL block -4 and mHTT CaM bind 0.
Screening CCOc1ccc(N2CN=c3s/c(=C\c4ccc(OC)cc4)c(=O)n3C2)cc1 returned Pf apPOL block 0 and mHTT CaM bind 0.
For O=c1oc2ccc(Cl)cc2nc1C=C(O)c1ccc(Cl)cc1 the results were Pf apPOL block -6 and mHTT CaM bind 2.
For O=C(NCc1ccccc1Cl)C1CCCN(c2nccc3sccc23)C1 (configuration not stated) the results were Pf apPOL block -8 and mHTT CaM bind 1.
For Cn1c(-c2cccs2)nn(CCNC(=O)c2ccccc2C(F)(F)F)c1=O the results were Pf apPOL block -7 and mHTT CaM bind -10.
For Cc1c(Cl)cccc1Nc1ncccc1C(=O)O the results were Pf apPOL block -10.
For COc1cc(S(=O)(=O)N2CCCc3ccccc32)ccc1Cl the results were Pf apPOL block 2 and mHTT CaM bind -77.
`CC1C2(C)OC(=N)C(C#N)(C(c3cccc(F)c3)O2)C1(C#N)C#N` (configuration not stated) gave Pf apPOL block -4 and mHTT CaM bind 2.
For COc1ccc(C)cc1NC(=O)C(=O)NCC1CCCO1 (configuration not stated) the results were Pf apPOL block 7 and mHTT CaM bind -4.

Ordered by count of non-hydrogen atoms (highest first): 3 of the compounds above
Screening CCOc1ccc(N2CN=c3s/c(=C\c4ccc(OC)cc4)c(=O)n3C2)cc1 returned Pf apPOL block 0 and mHTT CaM bind 0.
For CCOC(=O)N1CCN(C(=O)CN(c2cccc(C)c2C)S(C)(=O)=O)CC1 the results were Pf apPOL block -6 and mHTT CaM bind 5.
For COc1cc(S(=O)(=O)N2CCCc3ccccc32)ccc1Cl the results were Pf apPOL block 2 and mHTT CaM bind -77.

The listing continues:
For O=[N+]([O-])c1ccc(Sc2nnc(Cc3ccccc3)n2-c2ccccc2)nc1 the results were Pf apPOL block -1&3 and mHTT CaM bind 16&9.
For CS(=O)(=O)c1ccc2nc(NC(=O)Nc3ccc(Cl)cc3)sc2c1 the results were Pf apPOL block -3 and mHTT CaM bind -1.
For CC1=C/C(=N\OC(=O)c2ccc([N+](=O)[O-])cc2)C(Br)C(Br)C1=O (configuration not stated) the results were Pf apPOL block -9 and mHTT CaM bind inactive.
For CCc1ccc(Oc2coc3cc(OC)ccc3c2=O)cc1 the results were Pf apPOL block 2 and mHTT CaM bind -9.
`CC(C)NC(=O)C1CCN(c2cnc3nccnc3c2)CC1` gave Pf apPOL block 2 and mHTT CaM bind -3.
CCN(CC)C(C(=O)NC1CCCC1)c1cc2c(cc1[N+](=O)[O-])OCO2 (configuration not stated) was read as Pf apPOL block 4&-1 and mHTT CaM bind 4&2.
Screening Cc1onc(-c2ccccc2)c1C(=O)Nc1ccc(S(N)(=O)=O)cc1 returned Pf apPOL block -5 and mHTT CaM bind -1.
Screening CC(C)Cn1cc(C(=O)Nc2ccc(C(C)C)cc2)c2c3ccccc3n(C)c2c1=O returned Pf apPOL block 5 and mHTT CaM bind -2.
`O=C(NCc1ccccc1Cl)C1CCN(CC2CC=CCC2)CC1` (configuration not stated) gave Pf apPOL block 2 and mHTT CaM bind 1.
`CCOC(=O)C(NC(=O)CC)(Nc1ccc(F)cc1)C(F)(F)F` (configuration not stated) gave Pf apPOL block 7.

Reprinted from the part before: two compounds, then new ones.
`O=C(NCc1ccccc1Cl)C1CCN(CC2CC=CCC2)CC1` (configuration not stated) gave Pf apPOL block 2 and mHTT CaM bind 1.
`CCOC(=O)C(NC(=O)CC)(Nc1ccc(F)cc1)C(F)(F)F` (configuration not stated) gave Pf apPOL block 7.
COc1ccc(/C=C2/N=C(c3cc(Br)ccc3OC)OC2=O)cc1 was read as Pf apPOL block -5 and mHTT CaM bind 6.
Screening COc1cc([N+](=O)[O-])ccc1NC(=O)Cc1ccc(Br)cc1 returned Pf apPOL block -4 and mHTT CaM bind 6.
`CC1CCN(C(=S)NC2CCCCC2)CC1` gave mHTT CaM bind -5.
CC(=O)Nc1ccc(S(=O)(=O)Nc2cccc(F)c2)cc1 was read as Pf apPOL block 0 and mHTT CaM bind -1.
Screening C=CCNC(=O)C1CC(c2ccccc2)CN(C(=O)c2ccc(F)cc2)C1 (configuration not stated) returned Pf apPOL block 0 and mHTT CaM bind 27.
CC1CCCN(CN2C(=O)C3(OCC(C)(c4ccccc4)CO3)c3ccccc32)C1 (configuration not stated) was read as Pf apPOL block 4 and mHTT CaM bind 5.
CN(C)CCCNc1c2c(c(C#N)c3nc4ccccc4n13)CCCC2 was read as Pf apPOL block -10 and mHTT CaM bind 0.
Screening CC(C)(C)NC(=O)N1CCC(CNC(=O)c2ccc(Br)cc2)CC1 returned Pf apPOL block -11 and mHTT CaM bind -12.
`Cc1ccc(-c2noc(-c3c(O)c4ccc(F)cc4[nH]c3=O)n2)c(C)c1` gave Pf apPOL block -12 and mHTT CaM bind -6.
Screening COC(=O)c1sc(C(F)(F)F)c(-c2ccccc2)c1S(=O)(=O)Oc1cccc(C)c1 returned Pf apPOL block -4.
`O=C(Nc1c2c(nn1-c1ccc(F)cc1)CS(=O)(=O)C2)c1ccccc1Cl` gave Pf apPOL block -6 and mHTT CaM bind -6.
For CCC1CN2C=NC(N3CCN(C(=O)c4ccc(C(F)(F)F)s4)CC3)=CC2=N1 (configuration not stated) the results were Pf apPOL block 3 and mHTT CaM bind 1.
For COc1ccccc1CNS(=O)(=O)c1ccc(F)c(C(=O)Nc2ccc(F)c(Cl)c2)c1 the results were Pf apPOL block -2 and mHTT CaM bind 49.
For COc1ccc(NC(=O)N2CCCC3(C2)Nc2cccnc2NC3=NC2CCCC2)c(C)c1 (configuration not stated) the results were Pf apPOL block -5 and mHTT CaM bind -2.
For Cc1ccc(OCC(=O)NCCN2CCOCC2)c(Br)c1 the results were Pf apPOL block -3 and mHTT CaM bind -3.
For COc1cccc(C2NC(=O)NC(C)=C2C(=O)Nc2ccc(Cl)cc2)c1OC (configuration not stated) the results were Pf apPOL block -2 and mHTT CaM bind 30.
`Cc1ccc(C(=O)Nc2nc3c(s2)CN(S(=O)(=O)c2ccc(C)cc2)CC3)cc1` gave Pf apPOL block -2 and mHTT CaM bind 8.
`O=C(CSc1ccc(-c2ccc3c(c2)OCO3)nn1)NCc1cccs1` gave Pf apPOL block -1 and mHTT CaM bind -9.
`Cc1cccc(NC(=O)CS(=O)(=O)c2cn(Cc3ccc(F)cc3)c3ccccc23)c1C` gave Pf apPOL block 0 and mHTT CaM bind 3.
`CCCn1cc(CNC(=O)c2nc(C)n(C3CCN(C(C)=O)CC3)c2C)c(C)n1` gave Pf apPOL block -3 and mHTT CaM bind -2.
Screening CCOC(=O)C1=C(Nc2ccc(OC(C)=O)cc2)C(=O)N(C(C)(C)C)C1 returned Pf apPOL block 8.
`Fc1cccc(Cc2nc(-c3ccc4nncn4c3)no2)c1` gave Pf apPOL block -3 and mHTT CaM bind -3.
Cc1ccc(NC(=O)c2cccc(F)c2)cc1[N+](=O)[O-] was read as Pf apPOL block -3 and mHTT CaM bind 7.
Screening CCC(=O)N1CCN(c2ccc([N+](=O)[O-])cc2)CC1 returned Pf apPOL block -4 and mHTT CaM bind 4.
`O=C(COc1ccc(F)c(F)c1)N1CCC(Nc2cccnc2)C1` (configuration not stated) gave Pf apPOL block -1 and mHTT CaM bind 19.
For CCOc1ccc(NC(=O)c2ccc(Cl)cc2)c([N+](=O)[O-])c1 the results were Pf apPOL block -2 and mHTT CaM bind 11.
For CC1C(C#N)=C(N)SC(N)=C1C#N the results were Pf apPOL block -3 and mHTT CaM bind 98*.
`O=C1c2ccc([N+](=O)[O-])cc2C(=O)N1CNc1cccc(F)c1` gave Pf apPOL block 0 and mHTT CaM bind 2.
COc1cc(Br)cc2c1OC1(C)CC2NC(=O)N1c1ccccc1F (configuration not stated) was read as Pf apPOL block 2 and mHTT CaM bind -3.
Cc1ccc(Sc2nccnc2N2CCCC(C(=O)NC(C)C)C2)cc1 (configuration not stated) was read as Pf apPOL block -1 and mHTT CaM bind 1.

The last 6 records of the part above come first, to join the parts.
`O=C(COc1ccc(F)c(F)c1)N1CCC(Nc2cccnc2)C1` (configuration not stated) gave Pf apPOL block -1 and mHTT CaM bind 19.
For CCOc1ccc(NC(=O)c2ccc(Cl)cc2)c([N+](=O)[O-])c1 the results were Pf apPOL block -2 and mHTT CaM bind 11.
For CC1C(C#N)=C(N)SC(N)=C1C#N the results were Pf apPOL block -3 and mHTT CaM bind 98*.
`O=C1c2ccc([N+](=O)[O-])cc2C(=O)N1CNc1cccc(F)c1` gave Pf apPOL block 0 and mHTT CaM bind 2.
COc1cc(Br)cc2c1OC1(C)CC2NC(=O)N1c1ccccc1F (configuration not stated) was read as Pf apPOL block 2 and mHTT CaM bind -3.
Cc1ccc(Sc2nccnc2N2CCCC(C(=O)NC(C)C)C2)cc1 (configuration not stated) was read as Pf apPOL block -1 and mHTT CaM bind 1.
For O=C(O)c1ccc(Oc2ccc3c(c2)C(=O)N(c2cccc([N+](=O)[O-])c2)C3=O)cc1 the results were Pf apPOL block 2 and mHTT CaM bind -5.
For COc1ccc(C2C(C(=O)Nc3ccc(Cl)cc3)=C(C)Nc3nnnn32)cc1 (configuration not stated) the results were Pf apPOL block -3 and mHTT CaM bind 23.
`c1ccc2[nH]c(CCCCc3nc4ccccc4[nH]3)nc2c1` gave Pf apPOL block -12 and mHTT CaM bind 11.
COc1cc(C(=O)Nc2nc3ccccc3s2)c(Br)c(OC)c1OC was read as Pf apPOL block -1 and mHTT CaM bind 8.
NC(=O)c1ccc(C2SCC(=O)N2Cc2ccccc2)cc1 (configuration not stated) was read as Pf apPOL block -9 and mHTT CaM bind -4.
Screening CCN(Cc1ccccc1)CC(O)COC12CC3CC(CC(C3)C1)C2 (configuration not stated) returned Pf apPOL block -8 and mHTT CaM bind -2.
Screening O=[N+]([O-])c1ccc2[nH]c3ccc(Cl)cc3c2c1 returned Pf apPOL block 0 and mHTT CaM bind 0.
Screening CC(=O)N1CCN(C(=O)Cn2c(Cc3ccccc3)nc3cc(C)c(C)cc32)CC1 returned Pf apPOL block -2 and mHTT CaM bind 1.
`Cc1ccc(NC(=O)C2CCCN(c3cnc4nccnc4c3)C2)c(F)c1` (configuration not stated) gave Pf apPOL block 0 and mHTT CaM bind 13.
For O=C(Nc1ccccc1)c1cnc(-c2ccc(F)cc2)nc1-c1ccncc1 the results were Pf apPOL block 44 and mHTT CaM bind 6.
For O=C(NCCCc1ccccc1)c1cnn2c3c(cnc12)CCCCCC3 the results were Pf apPOL block 2 and mHTT CaM bind 1.
Screening CC1(C)c2ccccc2CN2C(=O)OC3(C)CCC1C23C (configuration not stated) returned Pf apPOL block 4 and mHTT CaM bind -1.
COc1cccc(OCCCCN2CCOCC2)c1 was read as Pf apPOL block -7 and mHTT CaM bind -4.
`CCC(C(=O)Nc1cccc(Cl)c1C)c1ccccc1` (configuration not stated) gave Pf apPOL block 6 and mHTT CaM bind -30.
O=C(NCc1csc(-c2ccccc2)n1)C1CCN(C(=O)c2ccccn2)CC1 was read as Pf apPOL block -3 and mHTT CaM bind 17.
Screening C=Cc1ccc(CSc2nc3c(c(=O)[nH]2)CN(CCC)CC3)cc1 returned Pf apPOL block -3 and mHTT CaM bind 11.
Screening CC(C)Sc1nc2ccccc2[nH]1 returned Pf apPOL block -3 and mHTT CaM bind -2.
`CC(=O)Nc1ccc(C(=O)Nc2ccc(F)cc2)cc1` gave Pf apPOL block -3 and mHTT CaM bind 0.
O=C(c1cn2c(n1)COCC2)N1CCN(c2ccc(Cl)cc2)CC1 was read as Pf apPOL block -7 and mHTT CaM bind 7.
`Cc1ccc(OCC(O)CN(C)C2CCCCC2)cc1C` (configuration not stated) gave Pf apPOL block 3 and mHTT CaM bind -6.
For CCc1ccc(NC(=O)N2CC(CC)Oc3ccccc32)cc1 (configuration not stated) the results were Pf apPOL block -3 and mHTT CaM bind -11.
For CC(=O)Oc1ccc2c(C)c(-c3ccc(Cl)cc3)c(=O)oc2c1 the results were Pf apPOL block -9 and mHTT CaM bind -1.
COc1cc([N+](=O)[O-])c(Cl)cc1N=Cc1c(C)[nH]n(-c2cccc(Cl)c2)c1=O was read as Pf apPOL block -2 and mHTT CaM bind 2.
CCCN(CCC)C(=O)CSc1nc2nc(C)cc(C)n2n1 was read as Pf apPOL block -8 and mHTT CaM bind 7.
For COc1ccc(N2CCCS2(=O)=O)cc1NC(=O)C1CC1 the results were Pf apPOL block -5 and mHTT CaM bind -5.
CCN1CCN(Cc2c(O)ccc(C(=O)Cc3ccccc3OC)c2O)CC1 was read as Pf apPOL block -9 and mHTT CaM bind 2.
For O=C(Nc1ccc(O)cc1)c1nn2c(c1Cl)NC(c1cccs1)CC2C(F)(F)F (configuration not stated) the results were Pf apPOL block -6 and mHTT CaM bind 11.
COc1cccc(NC(=O)CCC(=O)Nc2cccc(OC)c2)c1 was read as Pf apPOL block 3 and mHTT CaM bind -6.
Cc1cccc(NC(=O)c2cnc3n(c2=O)CCS3)c1 was read as Pf apPOL block -7 and mHTT CaM bind -5.
For COc1ccc(-c2cc(C3CC3)nc(N)c2C#N)cc1 the results were Pf apPOL block -5 and mHTT CaM bind -1.
For O=C(CCS(=O)(=O)c1ccccc1)NCc1cc(-c2ccco2)on1 the results were Pf apPOL block 4 and mHTT CaM bind -13.
For Cc1cccc(N2CC(C(=O)N(C)C(C)C)CC2=O)c1 (configuration not stated) the results were Pf apPOL block -3 and mHTT CaM bind -2.
`O=C(C1CCN(S(=O)(=O)c2cccs2)CC1)N1CCCc2ccccc21` gave Pf apPOL block 3 and mHTT CaM bind -2.
Screening CS(=O)(=O)NC1c2ccccc2-c2ccccc21 returned mHTT CaM bind 0.
Screening CCc1ccc(NC(=O)c2cncc(-c3ccc(C)cc3)c2)cc1 returned Pf apPOL block 0 and mHTT CaM bind -9.

A stretch from further up, for reference:
Screening CS(=O)(=O)NC1c2ccccc2-c2ccccc21 returned mHTT CaM bind 0.
Screening CCc1ccc(NC(=O)c2cncc(-c3ccc(C)cc3)c2)cc1 returned Pf apPOL block 0 and mHTT CaM bind -9.

Some of the compounds tested; rates above refer to the full screens.
